Source: PubChem
H37Rv inhibition – M. tuberculosis growth inhibition, HTS (AID 449762); 0.59% of 330,000 active; M. tuberculosis H37Rv growth inhibition, 7H9 media; higher % means a stronger effect; inhibition, % at 25 µM, or IC50 in µM where a hit was titrated; in the data active = a potency from the dose series; inconclusive = inhibition above about 70% without an active follow-up result;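 also: bacterial growth assessed after seven days of incubation; strong numbers were not always called active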
H1N1 NS1A inhibition – H1N1 influenza NS1A inhibitors, functional cell based assay (AID 504329). NS1A functional cell-based assay, percent inhibition; higher % means a stronger effect. inhibition, % at 12.5 µM; hits with a dose series show IC50 in µM. 0.3% of 340,000 active; in the data active = a potency from the dose series; inconclusive = inhibition above about 27% without an active follow-up result; also: strong numbers were not always called active
tuberculosis growth – growth inhibition of non-replicating M. tuberculosis (AID 488890) | Mycobacterium tuberculosis non-replicating, growth inhibition; higher % means a stronger effect | one-dose inhibition, % at 25 µM; IC50 in µM for titrated hits | 0.39% of 320,000 active; in the data active = a potency from the dose series; inconclusive = inhibition mostly from about 82% at the one dose, without a potency; inactive = the rest, 99 in 100 with inhibition below about 76%;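 also: plate controls were DMSO cells for no effect and high antibiotic wells for full effect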
Salmonella PhoP GFP – PhoP regulon inhibitors, Salmonella typhi PhoP promoter GFP reporter, confirmatory (AID 1850). Salmonella Typhi PhoP-promoter GFP reporter, fluorescence, 4 h; higher % means a stronger effect. inhibition, % at 50 µM; hits with a dose series show IC50 in µM. 0.33% of 310,000 active; in the data active = a potency from the dose series; inconclusive = inhibition mostly from about 25% at the one dose, without a potency; inactive = the rest, 99 in 100 with inhibition below about 19%;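 also: 0% = induced wells with vehicle and 100% = uninduced wells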
VEEV TC-83 Vero – inhibitors of VEEV TC-83 cytopathic effect, confirmation, Vero cells (AID 588727); Vero cells, VEEV TC-83 cytopathic effect inhibition; higher % means a stronger effect; inhibition, % at 20 µM, or IC50 in µM where a hit was titrated; 0.13% of 350,000 active; in the data active = a potency from the dose series; inconclusive = inhibition mostly from about 14% at the one dose, without a potency; inactive = the rest, 99 in 100 with inhibition below about 12%; also: strong numbers were not always called active
VEEV TC-83 Vero 10K pilot screen – second read-out of VEEV TC-83 Vero, no call of its own (marks repeat the call); inhibition, %; measured here: 10K pilot screen inhibition
Active calls of the source: *; i = inactive; ? = inconclusive; . = no result given; & = joins results of further samples.

SMILES | H37Rv inhibition | H1N1 NS1A inhibition | tuberculosis growth | Salmonella PhoP GFP | VEEV TC-83 Vero | others
Cc1cccc(OCCC(=O)Nc2ccc(F)c(Cl)c2)c1 | 30% | -16% | 76% | -1% | 1.5%
CCN1CCN(c2ccc(NC(=O)CCc3c(C)nc4c(-c5ccc(F)cc5)c(C)nn4c3C)cc2)CC1 | ? | 13% | 39% | -6% | i
c1ccc(CSc2nnc3ccc(-c4cccs4)nn23)nc1 | 4% | -9% | 1% | 5% | i
O=C(O)c1cccnc1Nc1ccc(Cl)cc1 | 12% | -6% | 34% | -12% | 17µM*
CCN1C(=O)[C@H]2[C@@H](c3ccc(C)cc3)N3C(=O)N(c4cccc(F)c4)C(=O)[C@@]3(C)[C@H]2C1=O | 1% | -3% | -2% | -4% | 0.2%
CN(C)CCOC(C1CCCCC1)C1CCCCC1 | 6% | 4% | 56% | -3% | i
COc1ccc(-c2csc(NC(=O)CC(NC(C)=O)c3ccccc3)n2)cc1OC (centres undefined) | -3% | 21% | -8% | -2% | 8.3%
CSCC[C@H](NC(=O)c1nn(C)c(=O)c2ccccc12)c1nc2ccccc2[nH]1 | -5% | 3% | 2% | -5% | i
Cc1ccc(/C=N/Nc2cccc(C(=O)O)c2)s1 | -5% | 8% | 9% | 3% | 0.8%
c1csc(CCNc2ncnc3sc4c(c23)CCC4)c1 | 2% | -1% | . | 4% | 5.8%
CCOC(=O)N1CCN(C(=O)c2ccc(-n3c(C)ccc3C)cc2)CC1 | 14% | 2% | 24% | 13% | 0.3%
Cc1ccc(C)c(NC(=O)c2cnc3n(c2=O)CCS3)c1 | -2% | -7% | -4% | 1% | 2.0%
O=C(O)C1CSC(c2coc3ccccc3c2=O)N1 (centres undefined) | 1% | -6% | 2% | 1% | 0.6%
O=C(CCCn1c(=S)[nH]c2ccsc2c1=O)NCCc1ccccc1 | -2% | 2% | -7% | 5% | 0.8%
CN1C(=O)c2ccc(N(C)C)cc2C1=O | -4% | -25% | -9% | 3% | 8.4%
C=CCN(Cc1nc(-c2ccccc2)no1)C(=O)c1ccoc1C | -1% | -11% | 1% | -8% | 6.3%
C=CCn1c(SCc2csc(C)n2)nc2scc(-c3ccc(C)o3)c2c1=O | -4% | 3% | 14% | -8% | 2.0%
CN1CCc2c1nc1ccccc1c2N (tested in a mixture with another compound) | 6% | -5% | -7% | -12% | 3.5%
O=C(CSc1nnc(NC2CC2)s1)c1ccc[nH]1 | 6% | 4% | -1% | . | 1.2%
COC(=O)c1cc(OC)c(OC)cc1NC(=O)CCc1ccc(C)o1 | -2% | 4% | -17% | -9% | 7.5%
Cc1ccc(C)c(OCc2cc(C(=O)N3C[C@H]4C[C@@H](C3)c3cccc(=O)n3C4)no2)c1 | 1% | 1% | 3% | -5% | 1.9%
O=c1c2ccccc2oc2nc(-c3cccs3)n(CCc3ccccc3)c(=O)c12 | 2% | . | 11% | 9% | .
CN(CC(=O)Nc1ccc(Cl)cc1)CC(=O)Nc1cc(Cl)ccc1C#N | 2% | 1% | 2% | 3% | i
CC(=O)Nn1c(-c2ccccc2)cc2ccccc21 | -2% | 4% | -9% | 12% | i
CCOC(=O)C1=C(C)NC(C)=C(C(=O)OCC)C1c1cn(-c2ccccc2)nc1-c1ccco1 | -2% | -1% | -3% | 2% | 0.8%

Reprinted from the results shown, seven compounds:
SMILES | H37Rv inhibition | H1N1 NS1A inhibition | tuberculosis growth | Salmonella PhoP GFP | VEEV TC-83 Vero | others
Cc1cccc(OCCC(=O)Nc2ccc(F)c(Cl)c2)c1 | 30% | -16% | 76% | -1% | 1.5%
CCN1CCN(c2ccc(NC(=O)CCc3c(C)nc4c(-c5ccc(F)cc5)c(C)nn4c3C)cc2)CC1 | ? | 13% | 39% | -6% | i
c1ccc(CSc2nnc3ccc(-c4cccs4)nn23)nc1 | 4% | -9% | 1% | 5% | i
O=C(O)c1cccnc1Nc1ccc(Cl)cc1 | 12% | -6% | 34% | -12% | 17µM*
CCN1C(=O)[C@H]2[C@@H](c3ccc(C)cc3)N3C(=O)N(c4cccc(F)c4)C(=O)[C@@]3(C)[C@H]2C1=O | 1% | -3% | -2% | -4% | 0.2%
CN(C)CCOC(C1CCCCC1)C1CCCCC1 | 6% | 4% | 56% | -3% | i
COc1ccc(-c2csc(NC(=O)CC(NC(C)=O)c3ccccc3)n2)cc1OC (centres undefined) | -3% | 21% | -8% | -2% | 8.3%

(next part)
SMILES | H37Rv inhibition | H1N1 NS1A inhibition | tuberculosis growth | Salmonella PhoP GFP | VEEV TC-83 Vero | others
CC(=O)Nc1c(O)nc(SCC(=O)Nc2ccc(C(C)=O)cc2)[nH]c1=O | 55% | -3% | 35% | 3% | 0.3%
Cn1cccc1C(=O)NC(=O)COC(=O)c1cc([N+](=O)[O-])ccc1Cl | 0% | -4% | 17% | -3% | 1.3%
O=C(CSc1nnc(CNC(=O)c2cccc(C(F)(F)F)c2)o1)NC1CCCCC1 | 7% | 1% | 80% | -5% | 1.8%
Cc1ccc2nc(N3C(=O)C(O)=C(C(=O)c4ccco4)C3c3cccs3)sc2c1 (centres undefined) | -8% | 6% | 44% | 0% | 0.9%
O=C(CCNS(=O)(=O)c1cccc2nonc12)NC1CCCCC1 | 49% | -5% | -2% | 2% | 2.4%
Cc1cccc(Nc2nc3c(s2)CCCC3)c1 | -13% | 17% | 69% | -2% | i
O=C(NCC1CC1)[C@@H]1C[C@H]1[C@@H](NP(=O)(c1ccccc1)c1ccccc1)c1ccccc1 | 0% | 0% | 10% | -2% | 0.1%
CCOc1cc(Br)c(CC(=O)NC2CCCCCC2)cc1OCC | 2% | -7% | 19% | 9% | i
CN1C(=O)c2ccc(NC(=O)CCS(=O)(=O)c3ccccc3)cc2C1=O | -9% | 2% | -6% | 1% | i
O=C(COC(=O)C1CC(=O)N(Cc2ccccc2)C1)Nc1ccc(Cl)cc1F (centres undefined) | 2% | -1% | -2% | 5% | i
CC(C(=O)Nc1ccc(O)cc1C(=O)O)N1C(=O)/C(=C\c2cccs2)SC1=S (centres undefined) | 1% | 13% | -7% | -6% | 1.7%
COC(=O)c1c(NC(=O)c2cccnc2Cl)sc(C(=O)N(C)C)c1C | -1% | -3% | -6% | 0% | 2.4%
CC1(OC(=O)c2ccc(Cl)nc2)C(=O)C=C2C=C(c3ccc(C#N)cc3)OC=C2C1=O (centres undefined) | -3% | . | 4% | 8% | .
COCCn1c(SCC(=O)Nc2ccc3c(c2)OCCO3)nnc1-c1ccncc1 | -4% | 1% | -3% | . | i
CC1(C)CC(=O)C2=C(C1)OC1=C(C(=O)CC(C)(C)C1)C2(C)C | 6% | . | -2% | 3% | .
Cn1c(=O)[nH]c(=O)c2c1nc(Br)n2CC(O)c1ccccc1 (centres undefined) | 5% | -3% | -6% | 1% | 0.7%
CC(=O)/C=C1\SC(CC(=O)O)C(=O)N1c1ccccc1 (centres undefined) | -2% | 0% | -8% | 0% | i
Cc1cc(C)c(S(=O)(=O)N2CCCCC2)cc1N(C)S(=O)(=O)c1ccc(Cl)cc1 | 4% | 6% | 33% | -2% | 0.4%
COc1ccc(-n2c(C)cc(/C=C3\SC(=O)NC3=O)c2C)cc1 | -1% | 21% | 12% | 6% | 0.4%
C/C(=N/NC(=O)CN(c1ccccc1)S(=O)(=O)c1ccccc1)c1ccccc1O | 3% | 2% | 30% | 3% | 1.2%
CCC(C)Sc1ccc([C@H]2N[C@@](C)(C(=O)OC)[C@H]3C(=O)N(C)C(=O)[C@@H]23)cc1OC (some centres undefined) | -5% | -4% | -4% | 3% | 2.8%
COc1cccc(N2CN(CCc3ccccc3)CNC2=S)c1 | -6% | . | -25% | -1% | 0.4%
COc1ccc(-n2c(Cn3c(=O)sc4ccccc43)nnc2SC)cc1 | -8% | -2% | 1% | -8% | 0.7%
C=CCOc1ccc(C2=NOC(C(=O)Nc3ccc4c(c3)OCCO4)C2)cc1 (centres undefined) | 13µM* | -15% | ? | 4% | 0.8%
CN(CC(=O)Nc1ccc(F)cc1)C(=O)CN1C(=O)c2ccccc2C1=O | 7% | -16% | -1% | . | 0.2%
More records.
SMILES | H37Rv inhibition | H1N1 NS1A inhibition | tuberculosis growth | Salmonella PhoP GFP | VEEV TC-83 Vero | others
CN(C)CCNC(=O)Cn1c(=O)c2cccn2c2ccc(F)cc21 | 9% | -6% | -2% | 6% | 0.7%
COc1ccc(CNC(=O)Cc2c(C(=O)O)[nH]c3ccccc23)c(OC)c1 | -2% | -10% | 0% | -20% | i
O=C(CN1CCN(c2cccc(Cl)c2)CC1)NC1CCCc2ccccc21 (centres undefined) | 11% | 7% | 15% | -15% | 1.5%
CC(=O)NS(=O)(=O)c1ccc(NC(=O)COc2ccc(C(=O)c3ccccc3)cc2)cc1 | -4% | -12% | 20% | -3% | i
Cc1nn(C)c(Oc2cccc(Cl)c2)c1C(=O)Nc1ccc(F)cc1 | -8% | 0% | 17% | 0% | i
CCC(=O)c1cc(F)c(N2CCN(C(=O)Cc3ccccc3)CC2)cc1C | 15% | 3% | 48% | 13%&11% | 0.1%
O=C(CCCC(=O)OCC(=O)c1ccc(Cl)cc1)NC1CCCCC1 | 31% | -7% | 56% | -8% | 0.3%
CON1C(=O)C(=O)N(OC)C(C)(C)C1C (centres undefined) | -1% | -4% | -3% | -8% | i
Cc1nn(CCCC(=O)Nc2ccc(Br)cc2F)c(C)c1[N+](=O)[O-] | 6% | -3% | 24% | -2% | i
COc1cc(CN(C(=O)c2cc3ccccc3oc2=O)C2CCS(=O)(=O)C2)cc(OC)c1OC (centres undefined) | -8% | 0% | -12% | -1% | 3.2%
CN1C(=O)/C(=N\OC(=O)c2ccccc2Cl)c2ccccc21 | -1% | -5% | 7% | -2% | 2.8%
C=C[C@]1(C)C[C@H]1[C@H](NP(=O)(c1ccccc1)c1ccccc1)c1ccccc1 | 0% | -14% | -3% | 14% | 0.4%
COc1cccc(/C=N/N2CCN(Cc3ccccc3)CC2)c1O | 5% | -5% | -4% | -2% | 0.5%
CCC(NC(=O)C1CCCC1)c1ccccc1 (centres undefined) | -2% | -19% | 5% | -15% | 0.3%
CNC(=S)N1CCN(C(c2ccccc2)c2ccccc2)CC1 | 1% | -3% | 4% | 2% | 2.1%
C/C(=N\NC(=O)COc1ccc(C(C)(C)C)cc1)c1ccccc1 | 24% | -7% | 12% | 5% | 6.7%
CC1CCCCC1NC(=O)COC(=O)c1ccc2ncsc2c1 (centres undefined) | 0% | -12% | 5% | . | 1.3%
CC(=O)c1c(C)[nH]c(C(=O)Nc2cc(S(=O)(=O)N(C)C)ccc2C)c1C | -4% | 3% | -10% | 0% | 5.3%
CCOc1ccc(C(=O)Nc2nccs2)cc1[N+](=O)[O-] | 7% | 6% | 28% | -5% | 1.5%
Cc1ccc(N/C=C(\C#N)c2ccc(OCCCF)cc2)cc1 | ? | -3% | 16% | 6% | 0.3%
CCCNC(=O)Nc1ccc(F)c(Cl)c1 | -3% | -14% | 9% | 3% | 1.3%
O=C(Oc1ccc2cc(Br)ccc2c1)c1cccnc1 | ? | -8% | ? | 2% | 2.8%
CCCC1=NN2C(=N)/C(=C\c3ccc(SCc4ccco4)o3)C(=O)N=C2S1 | -6% | 1% | 37% | -25% | 2.8%
Cc1cccc(C)c1OCC(=O)N/N=C/c1cc2c(cc1[N+](=O)[O-])OCO2 | -8% | -5% | 19% | -5% | i
COC(=O)c1ccc(Nc2nc(-c3ccncc3)nc3ccccc23)cc1 | 7% | 2% | -12% | -13% | 0.2%
(listing goes on)
SMILES | H37Rv inhibition | H1N1 NS1A inhibition | tuberculosis growth | Salmonella PhoP GFP | VEEV TC-83 Vero | others
COc1ccccc1S(=O)(=O)NCc1ccc(C(=O)NC2CCC(O)CC2)cc1 (centres undefined) | -2% | -6% | 21% | . | 3.5%
CCOc1ccc(NC(=O)c2ccccc2OCC(=O)c2ccc(C)cc2)cc1 | 1% | -6% | 0% | 0% | i | VEEV TC-83 Vero 10K pilot screen=0.7
COc1ccccc1-c1nc(SCC(=O)Nc2cc(C)on2)c2c(=O)n(C)c(=O)n(C)c2n1 | -14% | -2% | -6% | -10% | 0.2%
O=C(Nc1ncccn1)C12CC3CC(CC(C3)C1)C2 | -4% | . | -23% | 1% | 2.5%
COCCn1nnnc1C(c1ccc(Cl)cc1)N1CCSCC1 (centres undefined) | -1% | -4% | 15% | 9% | 0.1%
Fc1ccc2c(c1)C(c1ccncc1)=NNC(c1ccccc1)=N2 | 1% | -3% | -9% | 6% | 6.4%
Nc1c(C(=O)Nc2ccc(F)cc2)nnn1-c1cccc(C(F)(F)F)c1 | 3% | 6% | 2% | 3% | 0.8%
CC(=O)Nc1ncc2c(n1)CC(c1ccco1)CC2=O (centres undefined) | -11% | -2% | -8% | 2% | 1.3% | VEEV TC-83 Vero 10K pilot screen=0.4
